From PubChem BioAssay
Luc counter: counter-screen: inhibitors of Kinase-Glo firefly luciferase; hit rate 0.28% among 200,000; Potency, µM (top dose mostly 38.3 µM), for the others: at the highest dose activity change, negative = inhibition, actives largely listed as inhibitors; Kinase-Glo luciferase, ATP luminescence, 8 min; Q27757; note: potency is the fitted concentration of half-maximal effect; % is set by controls: 0 for no effect and ±100 for the full control effect; nearly all actives have a fitted effect of over 60% in size
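Compound is pinned into ATP-containing buffer (10 uM ATP, imidazole pH 7.2, 7 mM MgCl2). Kinase-Glo luciferase reagent is then added. Light output is recorded following an 8-min room-temperature incubation.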
IMPase Li cell: membrane-permeable IMPase blocker, potentiated with lithium; hit rate 0.35% among 210,000; Potency, µM (titrated, usually from 59.4 µM), for the others: at the highest dose activity, negative = IMPase inhibition, actives largely listed as inhibitors; CHO-M1 cells, IP1 TR-FRET (IP-One), carbachol + lithium;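 note: IP1 builds up when IMPase is blocked and the TR-FRET signal falls; potency is the fitted concentration of half-maximal effect; plate controls were basal vehicle for no effect and high inhibitor control for full effect; nearly all actives have a fitted effect of over 50% in size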
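Lithium-sensitised IP1 accumulation assay; M1-expressing CHO cells treated 30 min at 37C with compound. Competitive antibody detection by time-resolved FRET followed a 10 min room-temperature lysis step.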
LMNA splice mod: modulators of lamin A splicing; HeLa LMNA splicing GFP/RFP minigene ratio, 48 h; Potency, µM (doses to about 46.1 µM), inactives show top-dose ratio change, negative = inhibition, actives largely listed as inhibitors; hit rate 0.01% among 200,000; active = well fitted inhibition curve with a large enough effect in the signal ratio, with a control signal flat, not every such curve was filed as active; inconclusive = small, poorly fitted or top-dose-only effect, or effect the other way, or a change in a side signal; the % refers to the signal ratio; note: potency is the fitted concentration of half-maximal effect; % is set by controls: 0 for no effect and ±100 for the full control effect
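S3 HeLa cells stably expressing lamin A-EGFP splicing minigene plus DsRed2, 600 cells/well, 48 h compound exposure at 37C. Laser-scanning cytometry; analysed as GFP (500-530 nm)/RFP (575-640 nm) total intensity ratio; 0.5% DMSO vehicle.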
HttQ103 aggreg: reduces HttQ103-GFP aggregates in PC12 cells. PC12 HttQ103-GFP aggregates, Acumen cytometry, 40 h. Potency, µM (titrated, usually from 46.1 µM), for the others: at the highest dose activity change, negative = inhibition, hits mostly inhibitors. hit rate 1.1% among 220,000; note: potency is the fitted concentration of half-maximal effect; % is set by controls: 0 for no effect and ±100 for the full control effect; nearly all actives have a fitted effect of over 60% in size
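Aggregates are detected as GFP objects 1–25 µm with signal 6 STDEV over background in lysates of induced PC12 cells. These carry Huntingtin exon 1 with 103 glutamines fused to GFP under an ecdysone promoter; compounds titrated.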
CBFb-RUNX1 inh: inhibitors of human CBF-beta and RUNX1 interaction; Q01196+Q13951; AlphaScreen CBFb-His/RUNX1-biotin binding, biochemical; Potency, µM (doses to about 59.8 µM), for the others: top-dose activity, negative = inhibition, actives largely listed as inhibitors; 230,000 tested, under 10 active; AID 1477; note: % of control where 0% means no effect
Target sequence (Q01196 whole entry, looked up): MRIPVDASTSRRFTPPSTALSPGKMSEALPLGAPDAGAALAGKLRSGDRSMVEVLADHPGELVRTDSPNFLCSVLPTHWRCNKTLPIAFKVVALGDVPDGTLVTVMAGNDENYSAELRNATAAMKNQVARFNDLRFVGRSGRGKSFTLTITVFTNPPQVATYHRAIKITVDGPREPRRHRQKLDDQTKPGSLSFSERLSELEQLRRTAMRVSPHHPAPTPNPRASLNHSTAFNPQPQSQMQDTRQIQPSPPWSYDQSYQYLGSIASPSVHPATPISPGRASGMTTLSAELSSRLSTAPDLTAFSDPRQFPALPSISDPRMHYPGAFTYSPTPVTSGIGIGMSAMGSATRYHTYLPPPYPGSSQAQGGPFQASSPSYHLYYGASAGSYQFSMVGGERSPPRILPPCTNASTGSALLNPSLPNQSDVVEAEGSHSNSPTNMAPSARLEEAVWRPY
Target sequence (Q13951 whole entry, looked up): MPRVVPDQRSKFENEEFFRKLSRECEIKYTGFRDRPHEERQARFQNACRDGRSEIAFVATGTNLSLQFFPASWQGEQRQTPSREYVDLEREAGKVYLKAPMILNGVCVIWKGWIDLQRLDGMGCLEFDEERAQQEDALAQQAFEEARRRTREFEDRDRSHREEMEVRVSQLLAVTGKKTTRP
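Bead-based AlphaScreen assay; binding partners His-tagged CBF-beta and biotinylated RUNX1 at 30 nM each. Compound exposure 15 min after a 20-min protein preincubation; bead step 90 min; all steps at room temperature.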
NPSR antagonist: antagonists of human neuropeptide S receptor cAMP signaling; Q6W5P4; CHO-NPSR cells, cAMP TR-FRET, antagonist mode; Potency, µM (titrated, usually from 38.3 µM), for inactives: at the highest dose activity change, negative = inhibition, actives largely listed as inhibitors; hit rate 1% among 220,000; note: potency is the fitted concentration of half-maximal effect; % is set by controls: 0 for no effect and ±100 for the full control effect; nearly all actives have a fitted effect of over 50% in size; many of its hits are not listed in these tables
Target sequence (Q6W5P4 whole entry, looked up): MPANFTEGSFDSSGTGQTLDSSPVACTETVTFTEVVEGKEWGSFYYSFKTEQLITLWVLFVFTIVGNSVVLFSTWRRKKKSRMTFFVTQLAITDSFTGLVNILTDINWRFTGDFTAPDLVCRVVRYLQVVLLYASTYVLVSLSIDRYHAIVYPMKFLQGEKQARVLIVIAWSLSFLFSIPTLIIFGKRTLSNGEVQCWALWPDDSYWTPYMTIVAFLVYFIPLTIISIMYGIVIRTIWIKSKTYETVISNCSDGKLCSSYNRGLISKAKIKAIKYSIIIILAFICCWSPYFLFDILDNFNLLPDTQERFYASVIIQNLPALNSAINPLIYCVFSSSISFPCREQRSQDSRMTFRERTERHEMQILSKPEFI
Epigenetic derep: derepresses silenced GFP reporter in murine cells. murine LDR cells, GFP reporter derepression, 30 h. Potency, µM (series often up to 53.9 µM), for the others: top-dose GFP activation, actives largely listed as activators. hit rate 0.2% among 280,000; note: potency is the fitted concentration of half-maximal effect; % of control where 0% means no effect; nearly all actives have a fitted effect of over 60% in size
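Murine LDR cells carrying a silenced, genomically integrated CMV-driven GFP reporter were exposed to compound for 30 hours at 37 C. After PBS washes, GFP-positive cells (20–120 um objects) were counted by laser-scanning microplate cytometry.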
* = called active by the depositor; ? = inconclusive; . = not tested or not shown; [ ] = remark or other dose. Unless noted, calls come from the whole dose curve; as a rule, active = well fitted curve in the direction sought with a large enough effect; inconclusive = small, poorly fitted or top-dose-only effect, or another doubt; inactive = no such curve, though single readings can be large; an effect the other way counts as inactive or inconclusive.

SMILES	Luc counter	IMPase Li cell	LMNA splice mod	HttQ103 aggreg	CBFb-RUNX1 inh	NPSR antagonist	Epigenetic derep
O=C(COc1cccc(Br)c1)N/N=C1\CCCc2ccccc21	-2%	7%	-1%[46 µM]	10%	-2%	-20%	5.2%
O=S(=O)(NC1CCCCC1Oc1ccccc1)c1ccccc1 (configuration not stated)	0%	1%	-2%	11%	13%	-6%[46.1 µM]	0.0%
COc1ccc(/C=C/C(=O)NC(C)C)cc1Br	2%	-5%	-6%	-10%	0%	-4%[46.1 µM]	-2.2%
Cc1cc(C)n2nc(SCc3nnc(-c4ccc(F)cc4)o3)nc2n1	3%	18%	?	6%	6%	3%	14%
COCCN1C(=O)N[C@@H](CCc2ccccc2)[C@H](C(=O)OC)[C@H]1C	-8%[7.66 µM]	6%	7%[9.22 µM]	.	6%[13.1 µM]	.	.
CCOc1cc2[nH]c(=S)n(CCOC)c(=O)c2cc1OCC	-1%	-25%[38.3 µM]	14%	-4%	9%	3%[46.1 µM]	0.9%
CCCS(=O)(=O)c1cn2cccc(N)c2c1S(=O)(=O)CCC	5%	11%[38.3 µM]	0%	-7%	1%	-9%[46.1 µM]	1.2%
COc1ccc(-c2noc(CSc3ccc(C)cc3)n2)cc1	13%	22%[38.3 µM]	1%	?	?	-8%[46.1 µM]	-0.3%
Cc1cccc2sc(NNC(=O)c3ccc(S(=O)(=O)N4CC(C)CC(C)C4)cc3)nc12 (configuration not stated)	1%	7%	18µM*	?	7%[2.36 µM]	-1%	1.7%
Cc1ccc2[nH]c(=O)c(CN(Cc3ccco3)C(=O)c3cccs3)cc2c1	-3%	3%	0%	-7%	0%	-18%[46.1 µM]	-2.3%
O=C(Cn1nc(-c2ccccc2)ccc1=O)Nc1ccc(N2CCN(C(=O)c3cccs3)CC2)cc1	-1%	6%	?	-6%[9.22 µM]	-13%	37%	0.0%
CC1S/C(=N/N=C/c2ccco2)NC1=O (configuration not stated)	-1%	-2%[38.3 µM]	15%	-5%	3%	-12%[46.1 µM]	-0.1%
COc1ccc(-c2cc(C3CCN(C(=O)OC(C)(C)C)CC3)[nH]n2)cc1	5%	3%	.	?	12%	35%	0.2%
Clc1ccc(-n2ncc3c(NCc4ccco4)ncnc32)cc1	-1%	11%[38.3 µM]	?	?	12%	2%[46.1 µM]	11%
CC(C)(O)C#Cc1ncc(C(F)(F)F)cc1Cl	-3%	-2%	.	32%	13%	6%	2.2%

Laid out differently: 4 of the compounds above
Molecule,Luc counter,IMPase Li cell,LMNA splice mod,HttQ103 aggreg,CBFb-RUNX1 inh,NPSR antagonist,Epigenetic derep
COc1ccc(/C=C/C(=O)NC(C)C)cc1Br,2%,-5%,-6%,-10%,0%,-4%[46.1 µM],-2.2%
Cc1cc(C)n2nc(SCc3nnc(-c4ccc(F)cc4)o3)nc2n1,3%,18%,?,6%,6%,3%,14%
COCCN1C(=O)N[C@@H](CCc2ccccc2)[C@H](C(=O)OC)[C@H]1C,-8%[7.66 µM],6%,7%[9.22 µM],.,6%[13.1 µM],.,.
CCOc1cc2[nH]c(=S)n(CCOC)c(=O)c2cc1OCC,-1%,-25%[38.3 µM],14%,-4%,9%,3%[46.1 µM],0.9%

(listing goes on)
SMILES	Luc counter	IMPase Li cell	LMNA splice mod	HttQ103 aggreg	CBFb-RUNX1 inh	NPSR antagonist	Epigenetic derep
COc1cc2c(cc1O)C(Cc1ccc(O)cc1)NCC2 (configuration not stated)	-3%	-9%	4%	16%	6%[2.36 µM]	-5%	10%
Cc1noc(C(=O)NCc2cccnc2)c1Cl	0%	10%	-2%	2%	-1%	-2%[46.1 µM]	0.0%
Cc1cccc(NC(=O)c2cc3cc([N+](=O)[O-])ccc3s2)n1	.	-3%	.	2%	0%	-14%	-0.4%
O=C1N=C(N2CCN(c3cccc4ccccc34)CC2)S/C1=C/c1cccs1	3%	0%	-1%	?	1%	-28%[46.1 µM]	-0.9%
Cc1sc2ncnc(SCC(=O)NCC(C)C)c2c1C	-3%	8%[38.3 µM]	-3%	-18%	5%	-12%[46.1 µM]	-1.0%
COc1cc(CNCc2c[nH]c3ccccc23)cc(OC)c1	0%	6%	?	-26%	4%	11%	-0.6%
O=C(/C=C/c1ccc2ccccc2n1)N1CCN(c2ccccc2)CC1	0%	-2%	?	11%	-3%	-3%	1.8%
CCC(C)NC(=O)C(=O)NCc1ccccn1 (configuration not stated)	-1%	-3%	-11%[46 µM]	.	1%	3%	0.0%
S=C(c1nc2ccccc2[nH]1)N1CCOCC1	3%	1%	-1%	-3%	13%	-3%[46.1 µM]	0.9%
O=C(O)CCC(=O)NCC(=O)c1ccc(F)cc1	.	.	.	-14%[9.22 µM]	2%	-31%	5.0%
COC(=O)C1=C(C)[C@H](O)[C@@H](C)[C@](C)(c2cc(OC)c(C)c(OC)c2COc2ccccc2)O1	0%	11%	.	.	-9%	.	-1.1%
O=C(Nc1ccccc1C(=O)NCCN1CCOCC1)c1ccco1	-7%	0%	-11%	-15%	9%	-5%[46.1 µM]	-1.0%
CN(C)/C=C/C(=O)c1ccc(C(F)(F)F)cc1F	8%	5%	.	-3%	9%	-4%	0.3%
COCCCn1cc(C(=O)c2ccccc2OCC(=O)Nc2cccc(F)c2)cc(C#N)c1=O	0%	3%	.	18%	7%	-32%	-8.4%
CCOC(=O)C1=C(N)OC2=C(C(=O)CC(C)(C)C2)C1c1ccc(CC)s1 (configuration not stated)	-3%	1%	.	6%	-3%	7%	2.8%
O=[N+]([O-])c1ccc(N2CCCC2)nc1N1CCCC1	.	.	.	15%[9.22 µM]	-14%	34%	5.7%
CCc1c(C)sc(NC(=O)c2cc(CC(C)C)on2)c1C#N	17%	-1%[38.3 µM]	-6%	-20%	19%	3%[46.1 µM]	-0.2%
O=C(CSc1nnc(CN2CCOCC2)n1-c1ccccc1)N1CCc2ccccc21	4%	-8%[38.3 µM]	1%	-2%	6%	-7%[46.1 µM]	2.1%
FC(F)(F)COc1nc(OCC(F)(F)F)nc(N2CCN(c3ccccc3)CC2)n1	-4%	8%[38.3 µM]	?	9%	7%	-19%[46.1 µM]	-0.2%
Cc1cc(Br)c(S(=O)(=O)NCCN2CCOCC2)cc1C	1%	-10%[38.3 µM]	?	1%	3%	6%[46.1 µM]	0.0%
Cc1ccc2cc(CN(CC3CCCO3)S(=O)(=O)c3c(C)ccc4nsnc34)c(=O)[nH]c2c1 (configuration not stated)	-4%	-11%[38.3 µM]	0%	-2%	3%	-1%[46.1 µM]	-0.2%
NC(=O)c1ccc(CN2CCC(Cc3ccccc3)CC2)cc1	2%	13%	-6%[46 µM]	19%	3%	10%	-0.7%
CC(C(=O)NC(C)(C)C)N(C(=O)CS(=O)CC(=O)Nc1ccc(F)cc1)c1ccccc1F (configuration not stated)	-1%	-3%	-4%[46 µM]	-17%	3%	0%	0.0%
CCN(CC)S(=O)(=O)c1cc(C(=O)OCC(=O)Nc2ccc(-c3nc4ccc(C)cc4s3)cc2)ccc1F	1%	?	8%	18%	2%	-10%	5.8%
CCc1c(-c2n[nH]c(=S)n2Cc2ccccc2)csc1C	-4%	11%	?	24%	3%	13%	-2.0%
CN(C)CC(O)COc1ccc(-c2ccc(C#N)cc2)cc1 (configuration not stated)	20%	23%[38.3 µM]	4%	-13%	4%	-11%[46.1 µM]	0.1%
O=C(C1CCN(S(=O)(=O)c2cccnc2)CC1)N1CCN(c2ccccc2Cl)CC1	13%	-4%[38.3 µM]	-1%	-27%	8%	-27%[46.1 µM]	-1.1%
COc1ccc(OCC(=O)O/N=C(\N)Cc2ccc(Cl)cc2)cc1	0%	0%[38.3 µM]	11%	-3%	?	-7%[46.1 µM]	-2.0%
CSC1=N/C(=C\c2ccc(Cl)cc2)C(=O)N1N(C)C	.	.	.	7%[9.22 µM]	-4%	-27%	-3.2%
O=C1CCC([N+](=O)[O-])C(c2cccc(Cl)c2Cl)N1 (configuration not stated)	0%	-9%[38.3 µM]	1%	3%	-1%	-5%[46.1 µM]	3.1%
CCCCC(=O)Nc1ccc2c(c1)nc1n2CCN(CCOC)C1	.	.	.	-23%[9.22 µM]	-6%	-4%	-1.0%
O=C(O)CSCc1ccc(Cl)cc1	-1%	7%[38.3 µM]	1%	-5%	1%	-6%[46.1 µM]	-0.7%
Cc1ccc(C(=O)NC(=S)Nc2cc(-c3nc4ccccc4s3)ccc2C)cc1	-6%	-13%[38.3 µM]	11%[0.0737 µM]	6%	-3%	?	0.9%
Cc1ccc(C(=O)OCC(=O)Nc2ccc(N(C)C)cc2)cc1NC(=O)c1ccco1	-3%	36%[activator][38.3 µM]	19%	13%	1%	-20%[46.1 µM]	0.1%
N#C/C(=C(/O)c1ccccc1F)c1nc2cc(C(F)(F)F)ccc2s1	1%	3%	-6%[46 µM]	20%[9.22 µM]	-5%	44%	-0.6%
Nc1ncnc2c1CCC2	-2%	1%[38.3 µM]	-3%	-4%	3%	2%[7.67 µM]	-2.4%
CC(C)C12CN(C(=O)c3ccccc3[N+](=O)[O-])CC(C(C)C)(CN(C(=O)c3ccccc3[N+](=O)[O-])C1)C2=O	.	.	.	-16%[9.22 µM]	0%	-5%	0.1%
COc1ccccc1/C=C/C(=O)NCCC1=CCCCC1	-1%	-5%	?	-11%[9.22 µM]	-1%	-8%	-1.3%
CC(C)(C)NCC(O)COc1ccccc1C(C)(C)C (configuration not stated)	1%	10%[38.3 µM]	-6%	-13%	8%	17%[46.1 µM]	0.8%
COc1ccccc1NC(=O)N1CCN(c2cccc(C(F)(F)F)c2)CC1	2%	15%[38.3 µM]	?	7%	7%	-13%[46.1 µM]	0.9%
CC(=O)c1c(COC(=O)c2ccc(F)cc2)nc2ccccc2[n+]1[O-]	.	.	.	-14%[9.22 µM]	-1%	-16%	5.8%
O=C(Nc1cc2c3c(c1)C1CCCC1CN3CC1CCCC21)c1ccccc1 (configuration not stated)	7%	9%[38.3 µM]	?	?	-9%	-22%[46.1 µM]	-1.0%
CCCNC(=O)c1cc2nc(-c3ccccc3)cc(C(F)(F)F)n2n1	8%	-1%	6%	16%	-2%	-5%[46.1 µM]	3.1%
O=C(O)c1ccc(N=NN2CCCC2)cc1	-3%	-3%	.	11%	-3%	6%	-0.9%
Cc1cccc(Nc2ccccc2C(=O)OCC(=O)N(C)C2CCS(=O)(=O)C2)c1C (configuration not stated)	-3%	-9%[38.3 µM]	?	-7%	2%	-30%[46.1 µM]	-2.5%
CCN(C(=O)COC(=O)c1ccc(COc2ccc3c(C)cc(=O)oc3c2)cc1)C1CCS(=O)(=O)C1 (configuration not stated)	-3%	2%	.	-9%	13%	0%	6.1%

Some of the compounds tested; count on the stated rates, not on these rows.
